# Screening data deposited in PubChem by National Center for Advancing Translational Sciences (NCATS).
# a7 integrin act – activates integrin-mediated alleviation for muscular dystrophy; alpha7betagal myoblasts, beta-gal FDG fluorescence, 48 h; AID 624291; hit rate 0.064% among 350,000; Potency, µM (titrated, usually from 38.3 µM), inactives show at the highest dose activation, hits mostly activators;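 further: potency means the concentration at half of the fitted maximal effect; 100% = response of the positive control SU9516; nearly all actives have a fitted effect of over 60% in size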
#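 Alpha7betagal+/- myoblasts (passage 13) were plated 16-24 hr, then exposed to compounds (1:260 dilution of DMSO stock) for 48 hours at 37C. After MPER lysis, β-galactosidase reporter activity was read as FDG fluorescence (ex 480/em 540) after 30 minutes.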
# AT treatment – candidate therapy for ataxia-telangiectasia; […] A-T fibroblasts, KAP-1 phosphorylation AlphaLISA; neocarzinostatin DNA damage 30 min before lysis; Potency, µM (highest dose often 57.5 µM), without a hit: at the highest dose activation, hits mostly activators; hit rate 0.19% among 320,000; AID 485349; further: potency means the concentration at half of the fitted maximal effect; % of control where 0% means no effect; nearly all actives have a fitted effect of over 45% in size
#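 ATM-like activity read as KAP-1 phosphorylation via AlphaLISA donor/acceptor antibody pairs after lysis and 6 hr at 25C. Cells were ATM-null patient fibroblasts ([…], hTERT), dosed 60 min, then exposed to the DSB inducer NCS for 30 min.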
# B2AR arrestin – beta2AR (human) beta-arrestin recruitment activity | P07550 | hit rate 0.02% among 330,000 | beta-arrestin recruitment to beta2AR, cell-based reporter | Potency, µM (highest dose often 46.1 µM), for the others: top-dose activation, actives largely listed as activators;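 further: potency means the concentration at half of the fitted maximal effect; 0% = DMSO controls and full agonism = EC100 isoproterenol or metaproterenol; nearly all actives have a fitted effect of over 65% in size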
# BRCA1 expr act – BRCA1 expression activation. MCF7-BRCA1-FFLuc reporter, luminescence, 48 h; response scale: scaled: vehicle 0%, 10 µM genistein 100%. Potency, µM (series often up to 46.1 µM), for the others: at the top dose activation, usual class: activators. hit rate 1.1% among 380,000; further: potency means the concentration at half of the fitted maximal effect; nearly all actives have a fitted effect of over 80% in size; some results filed as inactive show a strong effect at the top dose
#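 Compounds are tested at multiple concentrations on MCF7 BRCA1-luciferase reporter cells seeded at 2000 per well; after 48 h, a single luminescence end-point is taken and curves fitted to the normalized data.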
# TRPV1 ag – human TRPV1 agonism; TRPV1-expressing cells, Fluo-8 calcium influx, agonist mode; activation, % at 8.33 µM; hit rate 0.19% among 320,000; AID 540275; in the data active means activation above about 80%; inconclusive means between about 30% and that limit; further: 0% is about no effect
# Target sequence (Q8NER1 whole entry, looked up): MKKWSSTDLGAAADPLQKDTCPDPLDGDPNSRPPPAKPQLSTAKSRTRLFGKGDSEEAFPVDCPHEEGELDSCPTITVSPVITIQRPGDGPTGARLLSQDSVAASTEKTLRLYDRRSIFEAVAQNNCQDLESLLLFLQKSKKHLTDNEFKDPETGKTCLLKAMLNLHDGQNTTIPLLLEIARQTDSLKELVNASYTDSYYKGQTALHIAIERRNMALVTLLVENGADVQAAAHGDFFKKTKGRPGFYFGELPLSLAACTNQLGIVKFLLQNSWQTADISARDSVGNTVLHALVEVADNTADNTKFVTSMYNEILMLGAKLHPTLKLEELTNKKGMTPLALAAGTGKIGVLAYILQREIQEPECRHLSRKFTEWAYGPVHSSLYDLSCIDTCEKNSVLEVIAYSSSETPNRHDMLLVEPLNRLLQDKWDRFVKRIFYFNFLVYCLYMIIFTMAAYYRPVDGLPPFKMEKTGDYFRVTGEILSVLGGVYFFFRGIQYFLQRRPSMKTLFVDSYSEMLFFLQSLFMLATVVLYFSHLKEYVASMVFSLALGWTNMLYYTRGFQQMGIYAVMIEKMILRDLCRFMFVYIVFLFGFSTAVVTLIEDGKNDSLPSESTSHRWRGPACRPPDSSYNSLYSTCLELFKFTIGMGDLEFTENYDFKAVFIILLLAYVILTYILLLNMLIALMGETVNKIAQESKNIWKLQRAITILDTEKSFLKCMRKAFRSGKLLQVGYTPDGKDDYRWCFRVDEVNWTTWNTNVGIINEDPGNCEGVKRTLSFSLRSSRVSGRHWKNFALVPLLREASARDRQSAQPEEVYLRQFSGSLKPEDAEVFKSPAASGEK
#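 Cells expressing TRPV1 were dye-loaded with Fluo-8 and read kinetically: 10 s baseline, 3 min after compound (agonist portion), then 2 min after EC20 capsaicin (allosteric enhancer portion). Calcium-bound dye fluorescence at 480/520 nm.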
# CXXC DNA block – blocks binding of human MLL CXXC domain to DNA | Potency, µM (highest dose often 115 µM), for the others: at the top dose activity change, negative = inhibition, most hits filed as inhibitors | Q03164 | hit rate 0.037% among 290,000 | AID 2662 | MLL-CXXC / FITC-HOXA9 DNA fluorescence polarization; active means well fitted inhibition curve with a large enough effect in the polarisation, with a control signal flat, not every such curve was filed as active; inconclusive means small, poorly fitted or top-dose-only effect, or effect the other way, or a change in a side signal; inactive means no such curve, though single readings can be large or run the other way; the % refers to the polarisation; further: potency means the concentration at half of the fitted maximal effect
#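 Fluorescence polarization: 7 uM MLL-CXXC (stock) preincubated 5 min with compounds, then 50 nM fluorescein-HOX-A9 DNA (stock) added; 30 min ambient. Buffer 50 mM Tris-HCl pH 7.5, 50 mM NaCl, 1 mM DTT, 0.05% BSA.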
# TSG101-PTAP inh – blocks PTAP/TSG101 interaction to inhibit HIV-1 budding. 340,000 tested, under 10 active. Potency, µM (top dose mostly 115 µM), for inactives: at the highest dose activity change, negative = inhibition, hits mostly inhibitors. Q99816. AID 493005. Fluorescence polarization, FITC-PTAP peptide / Tsg101 binding; active means well fitted inhibition curve with a large enough effect in the main read-out, with a control signal flat, not every such curve was filed as active; inconclusive means small, poorly fitted or top-dose-only effect, or effect the other way, or a change in a side signal; inactive means no such curve, though single readings can be large or run the other way; further: potency means the concentration at half of the fitted maximal effect; % of control where 0% means no effect
#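 FP read-out: FITC-PTAP peptide, 50 nM final, binding Tsg101 binding domain, 10 uM final; 20 min, r.t.; 10 mM HEPES pH 7.5, 0.15 M NaCl, 0.01% Tween 20, 3 mM EDTA, 0.1 mM TCEP.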
# TCR act – activates T cell receptor signaling. AID 504894. 330,000 tested, under 10 active. Potency, µM (series often up to 9.22 µM), for inactives: top-dose activation of IL-2 secretion, most hits filed as activators. primary human leukocytes, anti-CD3, IL-2 HTRF, 48 h; further: % of control where 0% means no effect
#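 Using a-CD3 beads without co-stimulation, primary human leukocytes were exposed to compounds for 48 hr. An HTRF IL-2 kit measured the cytokine, with europium-to-d2 energy transfer producing emission at 665nm upon 320nm excitation.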
# p53 reactivator – restores transcriptional activity of mutant p53. H1299 p53-A138V BP100-luciferase reporter, luminescence, 24 h. Potency, µM (titrated, usually from 92.2 µM), for the others: at the highest dose activity change, positive = activation, actives largely listed as activators. hit rate 0.063% among 320,000. AID 504706; further: potency means the concentration at half of the fitted maximal effect; % of control where 0% means no effect; nearly all actives have a fitted effect of over 45% in size
#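 p53-null H1299 cells stably carrying temperature-sensitive p53-A138V and a BP100-luciferase reporter were pinned with compounds (4-point, 1:5 series) and held 24 hrs at 37 deg C. Luminescence was read 10 min after detection reagent.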
# ELG1 repair inh – inhibitors of ELG1-dependent DNA repair in HEK293T cells; hit rate 2.3% among 330,000; Potency, µM (top dose mostly 46.1 µM), for the others: top-dose activity change, negative = inhibition, usual class: inhibitors; HEK293T ELG1-luciferase reporter, luminescence, 16 h; DNA damage induced by 5-fluorouridine; further: potency means the concentration at half of the fitted maximal effect; on the % scale 0 is the no-effect control and ±100 the full control effect; nearly all actives have a fitted effect of over 55% in size
#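 Step one: seed 2,000 cells per well. Step two: pin-transfer compound or DMSO alongside 5-fluorouridine. Step three: incubate 16 hr, 37 °C, 5% CO2. Step four: add ONE-Glo, wait 30 min, read luminescence.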
# Numbers without * were called inactive; ? = inconclusive; / = no result given; [ ] = remark or other dose. Unless noted, the call rests on the fitted dose curve; in most records, active means well fitted curve in the direction sought with a large enough effect; inconclusive means small, poorly fitted or top-dose-only effect, or another doubt; inactive means no such curve, though single readings can be large; an effect the other way counts as inactive or inconclusive.
SMILES,a7 integrin act,AT treatment,B2AR arrestin,BRCA1 expr act,TRPV1 ag,CXXC DNA block,TSG101-PTAP inh,TCR act,p53 reactivator,ELG1 repair inh
Cc1ccc(NC(=O)CCCn2nc(C)c3c(C)n(-c4ccccc4)nc3c2=O)cc1C,-14%,-4%,0.4%,0%,-6,14%,2%,8%,-1%,-7%
Cc1ccc(/C=C/C(=O)Nc2nnc(C)s2)o1,-10%,2%,-1.1%,29%,-2,1%,0%,-3%[46.1 µM],12%,?
COc1ccc(CNC(=O)COC(=O)/C=C/c2cccs2)cc1,-25%,10%,-3.1%,-6%,-5,0%,1%,4%[46.1 µM],12%,14%
CCOc1cc(C(=O)NCC(C)(C)CNC(=O)c2cc(OCC)c(OCC)c(OCC)c2)cc(OCC)c1OCC,-42%,/,/,-55%,/,/,-5%,-4%,/,/
Nc1ncnc2c1ncn2[C@@H]1O[C@H](CNCc2cccn2-c2nccs2)[C@@H](O)[C@H]1O,0%,14%,0.2%,-25%,/,/,0%,-1%,3%,17%
O=C(c1ccc(F)cc1)N1CCN(C2CC3CCC2C3)CC1 (stereo unspecified),0%,3%,-0.6%,4%,16,-11%,-1%,0%,1%,3%
COc1cc(Cl)c(C)cc1NC(=O)CCCn1c(=O)oc2ccccc21,2%,-3%,-0.3%,-22%,23,7%,-12%,-2%[46.1 µM],-9%,-2%
C=CCNc1nc(C(=O)OCC)nc2ccccc12,6%,5%,0.6%,-27%,0,6%,-2%,7%,0%,12%
CCCCN(C)CC(O)Cn1cc(/C=C/C(=O)c2cccs2)c2ccccc21 (stereo unspecified),-67%[inhibitor],12%,0.4%,-34%,?,85%[activator],24%,-5%[46.1 µM],-42%,17%
CCN=C1S/C(=C\c2cc(Cl)c(OC)c(OC)c2)C(=O)N1CC,22%,-2%,0.7%,-4%,3,3%,-6%,8%,6%,?

# The last 2 entries of the section above lead into the next:
SMILES,a7 integrin act,AT treatment,B2AR arrestin,BRCA1 expr act,TRPV1 ag,CXXC DNA block,TSG101-PTAP inh,TCR act,p53 reactivator,ELG1 repair inh
CCCCN(C)CC(O)Cn1cc(/C=C/C(=O)c2cccs2)c2ccccc21 (stereo unspecified),-67%[inhibitor],12%,0.4%,-34%,?,85%[activator],24%,-5%[46.1 µM],-42%,17%
CCN=C1S/C(=C\c2cc(Cl)c(OC)c(OC)c2)C(=O)N1CC,22%,-2%,0.7%,-4%,3,3%,-6%,8%,6%,?
Cc1csc(C(C)NC(=O)c2ccc(OC3CCN(CCc4ccccc4)CC3)cc2)n1 (stereo unspecified),-37%,-4%,-0.2%,12%,1,7%,-10%,0%,-8%,0%
CCN(Cc1cc(=O)n2cc(Cl)c(C)c(Cl)c2n1)Cc1nc2ccccc2c(=O)[nH]1,-4%,-4%,0.1%,-38%,1,1%,-2%,-4%,-5%,?
CC(=O)N[C@@H]1[C@@H](O)[C@@H]2OC(c3ccccc3)OC[C@H]2O[C@@H]1N=[N+]=[N-] (stereo partly specified),45%,13%,0.1%,-9%,0,0%,-4%,/,?,-10%
COC(=O)C1C2CC(=O)C(C2)C1C(=O)OC (stereo unspecified),?,/,/,-14%,/,/,-2%,-6%,/,/
Cc1cccc(CC(=O)N2CCCC2)c1,-13%,16%,-0.8%,14%,-3,-7%,-2%,8%,/,10%
O=C(CSCc1ccc(Br)cc1)N1CCCC1,-25%,3%,-0.3%,80%,17,-2%,-4%,6%,-4%,?
O=[N+]([O-])c1ccc2cn(-c3ccccc3)nc2c1,-3%,3%,-1.3%,?,4,4%,0%,1%[46.1 µM],?,?
Cc1cc(C(=O)COC(=O)c2ccc(Cl)c(S(N)(=O)=O)c2)c(C)n1C1CC1,2%,2%,-0.8%,11µM*,5,/,0%,0%,?,?
C/C(=N/NC(=O)c1ccncc1)C1=C(O)CC(C)(C)CC1=O,-35%,0%,0.4%,0%,7,9%,-4%,-2%,0%,11%
Cc1cc(NC(=O)COc2ccc([N+](=O)[O-])cc2)no1,40%,11%,-0.1%,1%,-3,/,5%,-4%,7%,22%
CCCCCCc1cc2cc(-c3nnc(-c4ccccc4O)o3)c(=O)oc2cc1O,-36%,14%,-0.3%,-14%,?,?,?,2%,-14%,?
CC(=O)N1N=C(c2ccc(C)o2)CC1c1ccc(F)cc1 (stereo unspecified),-5%,-2%,0.0%,-3%,12,2%,1%,-4%[46.1 µM],11%,?
CN(CCCNC(=O)C1CCN(S(=O)(=O)N2CCC3(CC2)OCCO3)CC1)Cc1ccccc1,-4%,/,0.2%,0%,-2,2%,-4%,-26%,-3%,18%
Cc1ccc(C)c(-n2cc(CNCCc3cnccn3)c(-c3ccccc3)n2)c1,9%,-1%,-0.2%,-2%,?,-7%,-4%,3%,-4%,-3%
CCc1ccc(-c2cc(C)no2)cc1S(=O)(=O)Nc1ccc(Cl)cn1,8%,-2%,0.6%,0%,-3,-3%,-15%,-8%,6%,6%
CCn1cc(C(=O)OCC(=O)Nc2ccccc2OC(F)F)c(=O)c2ccc(C)nc21,-1%,-14%,-0.3%,-42%,/,/,-6%,-6%[46.1 µM],3%,-1%
O=C(Nc1cccc(S(=O)(=O)NC2=NCCCCC2)c1)c1cc(-c2ccccc2)nc2ccccc12,30%,6%,-0.2%,-45%,-1,1%,-3%,0%[46.1 µM],-21%,?
COc1ccc(NC(=O)COc2ccc(/C=N/n3c(C)nnc3C)cc2OC)cc1,-5%,/,-0.6%,31%,1,0%,-4%,-6%,0%,?
CCCc1cc(NCCCn2ccnc2)n2nc(C)c(-c3ccccc3)c2n1,0%,-2%,0.1%,-34%,11,-11%,-4%,-5%,-7%,?
CCCCN1CC(=O)N2[C@H]3c4cc(C)ccc4OC[C@@H]3[C@H](c3ccccc3)[C@]2(C)C1=O,-31%,-2%,0.2%,0%,/,/,-4%,0%,0%,-18%
CC(=O)NC12CC3CC(C1)CC(C(=O)OCC(=O)c1ccc4c(c1)OCCO4)(C3)C2,-26%,11%,-0.9%,?,?,-6%,-1%,-2%,?,?
COC(=O)c1ccc(-c2noc(CN(Cc3ccncc3)CC3CCCO3)n2)cc1 (stereo unspecified),-16%,-7%,0.0%,-21%,7,12%,1%,-3%,2%,-7%
CCOc1cccc(C(=O)NNC(=O)C2C3C=CC(C3)C2C(=O)O)c1 (stereo unspecified),-1%,21%,-1.0%,5%,1,-1%,-3%,-116%,3%,-1%
COc1ccc(/C(C)=N/Nc2cc(C(F)(F)F)ccc2Cl)c(OC)c1,/,13%,-0.3%,/,-4,1%,/,-4%[46.1 µM],-4%,-6%
O=C(COC(=O)CNS(=O)(=O)c1ccc(F)c(F)c1F)NC1CCCC1,6%,-8%,-0.1%,8%,6,/,0%,-2%,-4%,7%
CCOC(=O)C1=CN(Cc2cccc(-c3cccnc3)c2)S(=O)(=O)N(C)C1C (stereo unspecified),2%,20%,-0.7%,-25%,/,/,-1%,15%[46.1 µM],-10%,?
CSc1ncc(Cl)c(C(=O)Nc2ccccc2Br)n1,31%,8%,-0.6%,-18%,1,1%,-3%,3%,0%,4%
O=c1oc(Cc2ccccc2)nc2ccccc12,9%,2%,-0.3%,?,-3,0%,-6%,4%,19%,?
O=C(CCNS(=O)(=O)c1ccc(Cl)cc1)N1CCN(c2ncccn2)CC1,31%,6%,-0.3%,-12%,1,/,0%,7%,6%,3%
O=C1CCCCN1CCCC(=O)N1CCCC(Nc2ccc(F)c(F)c2)C1 (stereo unspecified),1%,?,-0.1%,0%,1,9%,0%,-10%,-49%[inhibitor],19%
CCc1c(C)nc(SC)n(CC#N)c1=O,-4%,-1%,-0.2%,-3%,-2,2%,-5%,-11%,-2%,6%
O=C1S/C(=C/c2ccccc2)C(=O)N1CC(O)Cn1c2ccccc2c2ccccc21 (stereo unspecified),39%,6%,-0.6%,-29%,4,-1%,-4%,4%[46.1 µM],-9%,-8%
CCOc1cc(C(=S)N2CCCC2)ccc1OC(=O)Cc1ccc(F)cc1,4%,-5%,-0.2%,31%,1,92%[activator],1%,-6%,8%,3%
CCc1ccc(NCc2ccc(OC)c(Cn3ccnc3)c2)cc1,-60%[inhibitor],-14%,3.9%,16%,17,7%,-4%,-5%,12%,12%
COc1cc(CCC(=O)Nc2ccncc2Cl)cc(OC)c1OC,24%,18%,-1.1%,2%,2,-3%,0%,0%,-5%,0%

# The order is random; overall some 3.8% were active at least once.
